All columns: NCI-60 one-dose screen, growth in % after 48 h at 10 µM unless noted; 100 = growth as untreated, 0 = no growth, -100 = all killed.
MALME-3M: MALME-3M melanoma; AID 1794766; 5.8% of 78,000 active
UACC-62: UACC-62 melanoma. 5.4% of 81,000 active. AID 1794756
MCF7: MCF7 breast cancer; 6.3% of 82,000 active
HS 578T: HS 578T breast cancer; 4.1% of 78,000 active
LOX IMVI: LOX IMVI melanoma. 7.4% of 79,000 active. AID 1794757
T-47D: T-47D breast cancer; AID 1794792; 5% of 79,000 active
BT-549: BT-549 breast cancer. 4.4% of 78,000 active
UACC-257: UACC-257 melanoma; 4.4% of 78,000 active; AID 1794764
The depositor's hits bear a star; nt = no result given. How the source made its calls: active means growth percent below 10; inactive means the rest. Hits appear at their usual frequency; overall some 11% were active at least once.

SMILES | MALME-3M | UACC-62 | MCF7 | HS 578T | LOX IMVI | T-47D | BT-549 | UACC-257
COc1ccc(/C=C2\C(=O)N=C3N2N=Cc2ccccc2N3c2ccccc2)cc1 | 93 | 90 | 97 | 61 | 97 | 106 | 96 | 104
CC1(C)OC(=O)C(=Cc2ccccc2Cl)C(=O)O1 | nt | nt | 97 | 111 | 99 | 110 | 104 | 109
CCN(CC)N=Nc1nn(C(=O)Nc2ccc(Cc3ccccc3)cc2)c2ccc(Cl)cc12 | 139 | 8.7* | 40 | 91 | nt | nt | 84 | 55
O=C(O)C1CC(=O)N(Cc2ccccc2)C1 (stereo unspecified) | 104 | 100 | 102 | 102 | 99 | 100 | 105 | nt
O=[N+]([O-])c1ccc(-c2cc(CCCCO)on2)cc1 | 90 | 61 | 100 | 95 | 98 | 95 | 106 | 99
O=C(/C=C\c1cccc2ccccc12)c1cccc2ccccc12 | 88 | 77 | 34 | 94 | 65 | 57 | 72 | 86
COC(=O)Cc1[nH]cnc1C(N)=O | 106 | 93 | 97 | 101 | 107 | 106 | 108 | 97
O=C(CN1CCCCC1)Nc1nc2ccc(NCc3ccc(F)cc3)cc2s1 | 91 | 87 | 84 | 75 | 91 | 73 | 94 | 92
COc1cc(-c2nn(C(C)(C)C)cc2-c2ccnc(NCCCNS(=O)(=O)c3ccc(C(F)(F)F)cc3)n2)ccc1F | 121 | 71 | 56 | 82 | 87 | 64 | 103 | 99
Cc1cc(C)c2ccc(NC(=O)c3cccs3)nc2n1 | 104 | 82 | 58 | 84 | 100 | 79 | 115 | 90
CC1=C(CCN2CCN(c3ccccc3)CC2)C(=O)N2N=C(c3ccc(Cl)cc3)OC2N1 (stereo unspecified) | 101 | 89 | 85 | 94 | 94 | 110 | 111 | 110
O=C(O)CCC(CC(=O)O)C(=O)O (stereo unspecified) | 103 | 97 | 96 | 116 | 107 | 105 | 110 | 105

A draw from above in order of number of heavy atoms, descending.
SMILES | MALME-3M | UACC-62 | MCF7 | HS 578T | LOX IMVI | T-47D | BT-549 | UACC-257
CC1=C(CCN2CCN(c3ccccc3)CC2)C(=O)N2N=C(c3ccc(Cl)cc3)OC2N1 (stereo unspecified) | 101 | 89 | 85 | 94 | 94 | 110 | 111 | 110
COc1ccc(/C=C2\C(=O)N=C3N2N=Cc2ccccc2N3c2ccccc2)cc1 | 93 | 90 | 97 | 61 | 97 | 106 | 96 | 104
Cc1cc(C)c2ccc(NC(=O)c3cccs3)nc2n1 | 104 | 82 | 58 | 84 | 100 | 79 | 115 | 90

Next results follow:
SMILES | MALME-3M | UACC-62 | MCF7 | HS 578T | LOX IMVI | T-47D | BT-549 | UACC-257
Cc1cccc(NC(=O)Oc2ccc(C#N)cc2)c1 | 99 | 92 | 96 | 110 | nt | 93 | 114 | 100
O=C(CN1CCCCCC1)Nc1nc2ccc(NCc3ccc(F)cc3)cc2s1 | 97 | 73 | 89 | 109 | 86 | 56 | 97 | 89
COC(=O)c1c([N+](=O)[O-])ncn1[C@H]1OC[C@@H](OC(C)=O)[C@@H](OC(C)=O)[C@@H]1OC(C)=O | 102 | 95 | 100 | 74 | 103 | 106 | 106 | 76
Cc1ccc(N)c([N+](=O)[O-])c1 | nt | 99 | 105 | 114 | 103 | 101 | 109 | 93
CCOC(=O)C(C(=O)OCC)[N+](=O)[O-] | 102 | 105 | 96 | 108 | 103 | 94 | 102 | 101
S=C(Cc1ccc(Cl)cc1)N1CCOCC1 | 95 | 109 | 104 | 112 | 97 | 83 | 104 | nt
FC(F)(F)c1cc(-c2nnc3n2N=C(N2CCCC2)CS3)cc(C(F)(F)F)c1 | 83 | 69 | 95 | 47 | 84 | 64 | nt | 93
O=S(=O)(O)c1ccc(O)c2ncccc12 | 91 | 105 | 104 | 95 | 96 | 106 | 109 | 99
Nc1nccc(=O)[nH]1 | 99 | 106 | 92 | 111 | 94 | 96 | 98 | 104
COc1ccc(/C=C/C(=O)c2ccc(NC(=O)CSc3nc(-c4ccc(OC)c(OC)c4)c(C#N)c(=O)[nH]3)cc2)cc1OC | 79 | nt | 82 | 66 | 66 | 76 | 68 | 96
CCCCOC(=O)/C=C/c1ccc2c(OC)cc(/C=C/C(=O)OCCCC)c3c2c1C(=O)N(CCCC)C3=O | 96 | 67 | 67 | 88 | 72 | 74 | 93 | 102
Cn1cccc1/C=N/NC(=O)Cn1c2ccccc2c2ccncc21 | 102 | 95 | 108 | 99 | 101 | 92 | 104 | 98

Shown with values under each structure: 6 of the compounds above.
Values run as follows: MALME-3M, UACC-62, MCF7, HS 578T, LOX IMVI, T-47D, BT-549, UACC-257
Cc1cc(C)c2ccc(NC(=O)c3cccs3)nc2n1
    104, 82, 58, 84, 100, 79, 115, 90
CC1=C(CCN2CCN(c3ccccc3)CC2)C(=O)N2N=C(c3ccc(Cl)cc3)OC2N1 (stereo unspecified)
    101, 89, 85, 94, 94, 110, 111, 110
O=C(O)CCC(CC(=O)O)C(=O)O (stereo unspecified)
    103, 97, 96, 116, 107, 105, 110, 105
Cc1cccc(NC(=O)Oc2ccc(C#N)cc2)c1
    99, 92, 96, 110, nt, 93, 114, 100
O=C(CN1CCCCCC1)Nc1nc2ccc(NCc3ccc(F)cc3)cc2s1
    97, 73, 89, 109, 86, 56, 97, 89
COC(=O)c1c([N+](=O)[O-])ncn1[C@H]1OC[C@@H](OC(C)=O)[C@@H](OC(C)=O)[C@@H]1OC(C)=O
    102, 95, 100, 74, 103, 106, 106, 76

The list continues:
SMILES | MALME-3M | UACC-62 | MCF7 | HS 578T | LOX IMVI | T-47D | BT-549 | UACC-257
OCCn1nnc2ccccc21 | 89 | 96 | 98 | 104 | 99 | 99 | 109 | 94
COC1OC(CO)C(N(C)C(C)=O)C1O (stereo unspecified) | 97 | 99 | 97 | 95 | 95 | 87 | 114 | 111
Cc1ccc2nc(NC(=O)CSc3nc(-c4ccccc4)c(C#N)c4nc5ccccc5c(=O)n34)sc2c1 | 109 | 89 | 90 | 99 | 96 | 82 | 117 | 109
COC(=O)c1c2c(c(C)[n+]([O-])c1C)C(=O)C(NCc1cccc(OC)c1)=CC2=O | -90* | -13* | 0.2* | 83 | 22 | 12 | 58 | -26*
N#Cc1ccc(C(=O)C[n+]2ccn(CC(=O)Nc3cccc4cccnc34)c2)cc1 | 87 | 97 | 92 | 92 | 92 | 103 | 95 | 105
COc1ccc(/C=c2\c(=O)n(-c3ccccc3)c3nn4c(n23)=NNC(=O)C=C4c2ccc(Cl)cc2)cc1 | 100 | 99 | 97 | 100 | 98 | 103 | 101 | 105
O/N=C\c1ccc(Cl)cc1 | 98 | 101 | 101 | 116 | 107 | 106 | 111 | 104
COc1ccc(C2CC(C)=NN2C(N)=S)cc1 (stereo unspecified) | 104 | 102 | 82 | 107 | 91 | 73 | 98 | 109
CC(C)c1ccc(/C=N/Nc2nc3ccccc3s2)cc1 | 63 | 87 | 76 | 93 | 89 | 78 | 99 | nt
CS(=O)(=O)Nc1ccc(CNC(=O)C2CCN(c3nc(C(F)(F)F)ccc3C#N)CC2)cc1 | 114 | 99 | 91 | 106 | 87 | 83 | 72 | nt
NS(=O)(=O)c1ccc(NS(=O)(=O)c2c(O)c3cc(Cl)ccc3oc2=O)cc1 | 92 | 92 | 89 | 97 | 96 | 95 | 106 | 96
CCN(CCO)C(C(=O)c1ccc(Cl)cc1)c1ccc(Cl)cc1 (stereo unspecified) | 94 | 91 | 95 | 93 | 89 | 71 | 100 | 93
CC(C)c1ccc(Cc2cnc(NC(=O)c3cc(Br)cs3)s2)cc1 | 31 | 42 | 12 | 20 | 41 | 30 | 43 | 53
COc1nc2c(c(=O)n1C)CN(Cc1ccccc1)C(C)=N2 | 90 | 104 | 104 | 107 | 101 | 89 | nt | 122
O=C(NNc1nc(NNC(=O)c2ccccc2)nc(N2CCOCC2)n1)c1ccccc1 | 107 | 95 | 99 | 106 | 98 | 111 | 109 | 99
O=[N+]([O-])c1ccc(OS(=O)(=O)c2ccc(Cl)cc2)cc1 | 109 | 87 | 94 | 110 | 108 | 112 | nt | 102
COc1ccc(C(=O)NNc2nc(Cl)nc(Cl)n2)cc1 | 100 | 100 | 89 | 95 | 96 | 86 | 104 | 103
Cc1ccccc1N=P(c1ccccc1)(c1ccccc1)c1ccccc1 | 100 | 94 | 87 | 97 | 106 | 83 | 122 | nt
CN1CSC(=S)N(c2ccc(Cl)cc2)C1 | nt | 31 | 95 | 97 | 57 | 76 | 89 | 91
CN1CCN(c2ccc(C(=O)/C=C3\C(=O)Nc4ccccc43)cc2)CC1 | 107 | 102 | 100 | 101 | 104 | 92 | 99 | 106
COc1ccc(/C=N/NC(=O)c2ncc[nH]2)c(OC)c1OC | 105 | 100 | 97 | 117 | 107 | 107 | 111 | 106
COc1ccc2cc(C3=Nc4ccccc4NC3)ccc2c1 | 91 | 86 | 75 | 97 | 104 | 83 | 102 | 92
CSc1nc(N)n(/N=C(\C)c2ccccc2)c(=O)c1C#N | 105 | 101 | 88 | 108 | nt | 102 | 107 | 104
OCCN1C[C@@H](O)[C@@H](O)C(O)C1CO (stereo partly specified) | 95 | 100 | nt | 109 | 96 | 110 | 102 | 93
COc1ccc(-c2nc3sccn3c2/C=C/C(=O)c2ccc[nH]2)cc1 | 116 | 90 | 54 | 103 | 88 | 58 | 87 | 105
O=C1OC(c2ccc(Cl)cc2)(c2ccc(Cl)cc2)c2ccccc21 | 115 | 90 | 91 | 110 | 69 | 91 | 112 | 92
COc1ccccc1NC(=O)Nc1cc(C(C)C)ccc1C | 135 | 72 | 92 | 118 | 98 | 102 | 106 | 37
Cc1ccc(S(=O)(=O)NCCCNc2nccc(-c3c(-c4cccc(F)c4)nc4occn34)n2)cc1 | 65 | 59 | nt | 68 | 58 | 40 | 92 | 91
C=CCn1c(SCC(=O)Nc2cccc(C(=O)/C=C/c3ccccc3)c2)nc2ccccc2c1=O | 100 | 86 | 18 | 99 | 24 | 78 | 107 | 118
COc1ccc(C2OC[C@@]3(C)C4CC[C@]5(C)C(CC=C6C7CC(C)(C)CC[C@]7(C(=O)O)CC[C@]65C)[C@@]4(C)C[C@@H](O)[C@@H]3O2)cc1 (stereo partly specified) | 99 | 85 | 51 | 85 | 71 | 88 | 82 | 96
CN(C)CCCN1c2ccccc2Oc2ccc(Cl)cc21 | 123 | 65 | 79 | 60 | 61 | 73 | 49 | 85
CC(=O)OCC(=O)[C@@]1(O)CCC2C3CCC4=CC(=O)CC[C@]4(C)C3C(=O)C[C@@]21C (stereo partly specified) | 97 | 96 | 90 | 116 | 103 | 98 | 103 | 103
COc1ccc(/C=C\C(=O)c2ccccc2O)cc1 | 111 | 100 | 83 | 118 | 89 | 92 | 107 | 110
CCCCc1ccc(/C=C2\Oc3cc(OS(N)(=O)=O)ccc3C2=O)cc1 | 95 | 91 | 94 | 101 | 89 | 77 | 97 | nt
NS(=O)(=O)c1ccc(N2C(=O)/C(=C/c3cccc(Cl)c3)N=C2c2ccccc2)cc1 | 87 | 87 | 73 | 91 | 97 | 74 | nt | 97
O=S(=O)(Cc1ccc(Cl)cc1)Cc1ccc(Cl)cc1 | 93 | nt | 100 | 91 | 108 | nt | nt | 94
O/N=C\CCC/C=N/O | 109 | 103 | 94 | 102 | 96 | 107 | 105 | 96
N#CC1=C(N)Oc2c(ccc3ccccc23)C1c1cc2ccccc2n2nnnc12 (stereo unspecified) | 53 | 25 | 9.8* | 18 | 25 | 25 | 16 | 47
COC(=O)c1ccc2oc(NC(=O)c3ccc(Nc4ccccc4)c([N+](=O)[O-])c3)nc2c1 | 92 | 94 | 92 | 95 | 99 | 96 | 95 | 98
COC(=O)Nc1nc2ccc(C(=O)c3ccc(N(C)C4COC4)cc3)cc2[nH]1 | 54 | 34 | 16 | nt | 20 | 58 | 9.0* | 44
CCC(C)C(NC(=O)CCN1C(=O)/C(=C/C(C)=C/c2ccccc2)SC1=S)C(=O)O (stereo unspecified) | 97 | 99 | 95 | 107 | 108 | 102 | 99 | 107
CC(=O)Oc1c2c(nc3c1c1ccccc1n3Cc1ccccc1)-c1ccccc1C2 | 102 | 70 | 51 | 94 | 88 | 57 | 104 | 93
CCN(CC)C(C)(C)COC(=O)Nc1ccccc1Cl | 96 | 100 | 105 | 110 | 101 | 104 | 86 | 112
COc1nnc2c3cc(Cl)ccc3n(C)c2n1 | nt | 99 | 88 | 113 | 93 | nt | 98 | 106
CC(=O)OC1Oc2ccccc2-c2oc3nc(=N)n(C)c-3cc21 (stereo unspecified) | 119 | 106 | 99 | 143 | 103 | 94 | 128 | 113
Cc1cc(C)c(CCc2cc(C)c(C)cc2C)cc1C | nt | 101 | 105 | 108 | 92 | 114 | nt | 101
O=[N+]([O-])c1ccc(O)c(O)c1 | 95 | 109 | 99 | 96 | 84 | 85 | 100 | 109
O=C1O/C(=C\c2nc3ccccc3s2)c2ccccc21 | 65 | 80 | 68 | 82 | 100 | 84 | 87 | 104
Cc1nn(-c2ccccc2)c2nc3c(c(-c4ccc(Cl)cc4)c12)CNC1(N3)C(=O)N(Cc2ccccc2)c2ccccc21 (stereo unspecified) | 82 | 94 | 91 | 93 | 94 | 80 | 108 | 109
Cc1c(NC2CCC(=O)N2)c(=O)n(-c2ccccc2)n1C (stereo unspecified) | 100 | 98 | 97 | 114 | 100 | 99 | 108 | 101
COc1ccc(CC#N)cc1OC | 79 | 99 | 101 | 104 | 99 | 111 | 89 | 100
CC(=O)N(c1ccccc1)C1CCC2(C)C(=CCC3C2CCC2(C)C(C(C)CCCC(C)C)CCC32)C1 (stereo unspecified) | 103 | 102 | 94 | 101 | 100 | 96 | 106 | nt
COc1cccc(C2=NN(c3ccc(-c4ccccc4)nn3)C(c3ccc(F)cc3)C2)c1 (stereo unspecified) | 97 | 95 | 94 | 96 | nt | 100 | 97 | 108

Screening results: PubChem BioAssay, NCI
